High-throughput results from PubChem.
MT stabilize HCS = stabilizes microtubules in HeLa cells; 200,000 tested, 0.83% active; % tubulin-high responders, % at 10 µM; HeLa tubulin immunostaining HCS, 24 h; share of cells brighter than vehicle mean+2SD; AID 2205;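 active = plate Z-score above 3 for both tubulin-high and condensed-nucleus cell shares, with cell loss under 80%, at 10 µM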;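 also: anti alpha tubulin signal scored within the nucleus-defined area of each cell; some results filed as inactive read as strong as hits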
b-catenin transl = modulators of beta-catenin nuclear translocation | HeLa beta-catenin nuclear translocation, immunofluorescence imaging | nuclear translocation activity, % at 5 µM | 190,000 tested, 0.3% active | AID 1665;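 active = nuclear translocation activity above 50% at 5 µM, with a well cell count of 50 or more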;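 also: per-cell ratio of nuclear to cytoplasmic median beta-catenin stain intensity; plate controls were DMSO negative control for no effect and GSK-3 inhibitor IX positive control for full effect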
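System: Human HeLa cells, endogenous beta-catenin | Compound dosing: 5 µM primary, 0.02–20 µM confirmation | Timing: 24 h compound exposure at 37°C, 5% CO2 | Measured by: Fluorescence imaging of beta-catenin antibody stain plus DAPI | Read-out basis: % activation of per-cell nuclear versus cytoplasmic median beta-catenin signal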
Ins promoter up = MIN6 insulin promoter up-regulation; MIN6 insulin promoter-GFP reporter, high-content imaging; hits give high values; z-score at 5 µM; 190,000 tested, 0.3% active;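 active = z-score above 3 at 5 µM with at least 500 cells counted in the well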
human PMI inhibition = inhibitors of human PMI, primary screen, biochemical, fluorescence intensity, coupled assay (AID 1209); inhibition, % at 20 µM; hits with a dose series show IC50 in µM; purified PMI enzyme, coupled fluorescence intensity; higher % means a stronger effect; 190,000 tested, 0.42% active;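 also: plate controls were DMSO vehicle for no effect and wells lacking substrate for full effect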
Dynein transport = blocks dynein driven cargo transport along microtubules | z-score, hits read low | AID 1381 | 3617.4 mouse cells, GR-EGFP nuclear translocation imaging; test concentration mostly 20 µM; stimulated with dexamethasone, 1 µM; hits give low values | 220,000 tested, 0.47% active;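 active = plate z-score of nuclear minus cytoplasmic receptor signal below a set negative limit, without overly bright fluorescence or cell loss, cut at about -3.5 in these data, passing the limit was not always enough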;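 also: z-score of nuclear minus cytoplasmic ring GR-EGFP intensity difference per well; some compounds called inactive have numbers as strong as hits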
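Buffer or medium: tetracycline-free induction medium containing charcoal-stripped FBS / Reagent: dexamethasone agonist, 1.0 µM final, for 30 min / Technique: automated 10x imaging of fixed Hoechst-stained cells / Times: induction 48 h, compound 1 h, agonist 30 min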
Autophagy mod = alters autophagy in cells | MEF GFP-LC3 puncta imaging; test concentration mostly 10 µM | 190,000 tested, 0.98% active | calls only at 10 µM (by protocol);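 active = percentage of spot-positive cells more than 3 SD above its plate mean, without a fluorescence outlier flag or 80% toxicity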;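 also: spot-positive cell cutoff set from DMSO-treated cells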
Yfh1-depleted yeast = enhancers of respiration in Yfh1-depleted yeast, dose response, Friedreich's ataxia, plus single-dose screen (AID 1465). S. cerevisiae Yfh1-off respiration, WST-1 reduction, 72 h; higher fold induction means a stronger effect. one-dose fold induction at 50 µM; EC50 in µM for titrated hits. 220,000 tested, 0.074% active;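 active = fold induction of absorbance versus untreated yeast above a set limit, then at least 30% activation at any dose in follow-up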;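 also: activators that raise dye reduction in frataxin-depleted yeast; strong numbers were not always called active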
WT yeast gro inh = growth inhibition of WT yeast, mitochondrial fusion screen; mitochondrial fusion phenotypic screen, WT strain; inhibition, % at 10 µM; 190,000 tested, 2.1% active; AID 1362; in the data active = inhibition above about 58%; tested in S. cerevisiae
PMI inhibition = human PMI inhibitors, high substrate, primary screen, biochemical, fluorescence intensity, high mannose 6-phosphate (AID 1220); recombinant PMI enzyme, coupled fluorescence intensity; higher % means a stronger effect; inhibition, % at 20 µM, or IC50 in µM where a hit was titrated; 190,000 tested, 0.66% active
WT yeast gro inh mutant strain = recorded beside WT yeast gro inh, whose call it bears; inhibition, %; mitochondrial fusion phenotypic screen, mutant strain inhibition
Dynein transport cytoplasmic EGFP = second read-out of Dynein transport, no call of its own (marks repeat the call); z-score; measured here: cytoplasmic GR-EGFP intensity; hits give high values
Dynein transport nuclear GR-EGFP = second read-out of Dynein transport, no call of its own (marks repeat the call); z-score; measured here: nuclear GR-EGFP intensity;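 lower value marks the stronger effect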
Dynein transport cell count = also measured in Dynein transport; calls as there; z-score; measured here: cell count per field
Ins promoter up cell count = also measured in Ins promoter up; calls as there; cell count; measured here: cytotoxicity, nuclei count;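 total cells summed across four imaged fields per well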
b-catenin transl cell count 5 µM = second read-out of b-catenin transl, no call of its own (marks repeat the call); cell count; measured here: cell count, cytotoxicity flag
MT stabilize HCS Hoechst-high % = second read-out of MT stabilize HCS, no call of its own (marks repeat the call); % Hoechst-high responders; measured here: nuclear condensation Hoechst responders;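 share of cells brighter than vehicle mean plus two SD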
MT stabilize HCS cytotoxicity % = second read-out of MT stabilize HCS, no call of its own (marks repeat the call); toxicity, %; measured here: cytotoxicity by cell density;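 0% = mean cell density of plate MIN control wells and 100% = no cells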
Autophagy mod cell loss 18 h = recorded beside Autophagy mod, whose call it bears; toxicity, %; measured here: cell loss, nuclei count;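 cell loss after 18 h compound exposure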
* marks the source's active call; other numbers are inactive results; i = inactive; . = no result given. Rule as the data show it, unless noted: active = inhibition above about 50%; inactive = the rest.

Screens by letter: A = MT stabilize HCS; B = MT stabilize HCS Hoechst-high %; C = MT stabilize HCS cytotoxicity %; D = b-catenin transl; E = b-catenin transl cell count 5 µM; F = Ins promoter up; G = Ins promoter up cell count; H = human PMI inhibition; I = Dynein transport; J = Dynein transport cytoplasmic EGFP; K = Dynein transport nuclear GR-EGFP; L = Dynein transport cell count; M = Autophagy mod; N = Autophagy mod cell loss 18 h; O = Yfh1-depleted yeast; P = WT yeast gro inh; Q = WT yeast gro inh mutant strain; R = PMI inhibition
1) CCn1c(N2CCN(CC(=O)c3ccc(OC)cc3)CC2)nc2ccccc21
  A: 12.9	B: 1.4	C: 7.7	D: 0.6	E: 1414	F: 0.31	G: 1405	H: -9.6%	I: 0.559	J: -0.323	K: 0.599	L: -0.394	M: i	N: 13.2	O: i	P: 0.1	Q: -7.6	R: -9.1%
2) CN(C)S(=O)(=O)c1cccc(NC(=O)COC(=O)c2cccn2C)c1
  A: 1.3	B: 2.4	C: 8.1	D: 0.1	E: 974	F: -0.49	G: 1134	H: -5.5%	I: 0.705	J: -0.228	K: 0.606	L: -0.277	M: i	N: 6.3	O: i	P: -10.1	Q: 10.9	R: -2.7%
3) COC(=O)c1ccc(CSc2nc3c(c(=O)n2-c2ccc(Br)cc2)SCC3)o1
  A: 2.4	B: 1.6	C: 7.5	D: -4.3	E: 1167	F: -1.8	G: 916	H: 4.6%	I: -1.11	J: -0.0786	K: -0.278	L: -0.0243	M: i	N: -0.7	O: i	P: 14.7	Q: -0.5	R: 1.9%
4) Clc1ccc(C[n+]2cc(-c3ccccc3)n3c2CCCCC3)c(Cl)c1
  A: 3.9	B: 1.3	C: 24.5	D: -3.0	E: 956	F: -5.27	G: 538	H: 9.8%	I: 0.294	J: -0.284	K: 0.659	L: -0.366	M: i	N: 0.8	O: i	P: 17.0	Q: 10.8	R: 7.2%
5) Cc1ccc(OCC(=O)Nn2c(C)nc3ccccc3c2=O)c(C(C)C)c1
  A: 3.0	B: 1.4	C: 4.6	D: -1.0	E: 811	F: 1.41	G: 983	H: 7.7%	I: -0.000778	J: 0.24	K: -0.0242	L: 0.78	M: i	N: -2.0	O: i	P: 1.3	Q: 3.4	R: 4.7%
6) O=C(Cn1nnc(-c2ccccc2)n1)c1ccccc1
  A: 3.9	B: 2.1	C: 11.1	D: -8.8	E: 1038	F: 0.03	G: 1273	H: 2.4%	I: 3.39	J: 0.196	K: 2.32	L: -1.69	M: i	N: -11.8	O: i	P: -2.1	Q: 1.6	R: -0.2%
7) CC(C)Oc1ccc(CCC(=O)NNC(=S)NCc2ccccc2)cc1
  A: .	B: .	C: .	D: -1.0	E: 1319	F: -0.34	G: 1058	H: .	I: 0.964	J: -0.199	K: 0.455	L: -1.24	M: .	N: .	O: i	P: .	Q: .	R: .
8) OCCN1CCN(C2Cc3cc(Cl)ccc3Sc3ccc(Cl)cc32)CC1 (stereo unspecified) (tested in a mixture with another compound)
  A: 2.9	B: 1.1	C: 3.2	D: 1.2	E: 119	F: .	G: .	H: -8.9%	I: -1.3	J: 3.15	K: 0.234	L: -3.56	M: i	N: -13.1	O: .	P: 92.7	Q: 94.1	R: -6.5%
9) CC(=O)c1cccc(NC(=O)NCc2ccccn2)c1
  A: 2.8	B: 1.4	C: 4.3	D: .	E: .	F: -0.51	G: 1381	H: 0.7%	I: -0.658	J: -0.214	K: -0.537	L: 1.15	M: i	N: -15.0	O: i	P: 3.0	Q: 6.8	R: -1.9%
10) O=C(CCSc1nnc(-c2ccncc2)o1)Nc1ccc(F)cc1
  A: 4.3	B: 2.5	C: 2.1	D: -2.1	E: 806	F: -0.25	G: 1381	H: 1.9%	I: -1.08	J: -0.0716	K: -0.489	L: 0.558	M: i	N: 8.3	O: i	P: 33.2	Q: 28.0	R: 3.1%
11) CC1CN(C(=O)c2ccncc2)CC(C)O1 (stereo unspecified)
  A: 2.9	B: 2.7	C: 6.8	D: -0.4	E: 1025	F: 0.39	G: 1641	H: 0.5%	I: -0.366	J: -0.233	K: -0.288	L: 0.391	M: i	N: -4.5	O: i	P: -18.7	Q: 1.0	R: -7.7%
12) Cc1ccc2nc(SCC(=O)Nc3ccc4c(c3)CCC4)[nH]c2c1
  A: 5.1	B: 4.5	C: 3.5	D: .	E: .	F: -0.45	G: 934	H: 4.6%	I: -0.323	J: -0.0435	K: 0.592	L: 0.439	M: i	N: 0.2	O: i	P: 2.4	Q: -14.2	R: -1.7%
13) COc1ccc(CN2CCN(C(=O)c3ccc(-c4ccccc4)cc3)CC2)c(OC)c1OC
  A: 3.3	B: 2.7	C: 6.9	D: -1.1	E: 1127	F: -0.23	G: 1243	H: 4.7%	I: -1.63	J: -0.293	K: -0.811	L: 0.384	M: i	N: 0.7	O: i	P: -21.1	Q: -24.3	R: 2.9%
14) CN(C)c1ccc(-c2nc3ccccc3c(=O)[nH]2)cc1
  A: .	B: .	C: .	D: 0.2	E: 1302	F: 0.06	G: 1044	H: .	I: 0.313	J: -0.185	K: 0.616	L: -0.00566	M: .	N: .	O: i	P: .	Q: .	R: .
15) C/C(Cn1cnc([N+](=O)[O-])n1)=N\NC(=O)c1ccccc1
  A: 4.0	B: 2.6	C: 4.8	D: -2.4	E: 1176	F: 0.18	G: 1198	H: 2.9%	I: 0.183	J: -0.282	K: 0.217	L: 0.426	M: i	N: 1.9	O: i	P: -5.9	Q: 0.9	R: 10.9%
16) Cc1cccc(NC(=O)c2sc3nc(-c4ccccc4)cn3c2C)n1
  A: 2.8	B: 1.5	C: 5.7	D: 2.1	E: 957	F: -1.18	G: 1617	H: 17.3%	I: -0.317	J: 0.256	K: 0.343	L: -1.11	M: i	N: -3.6	O: i	P: 6.1	Q: 10.1	R: 15.0%
17) C(=C\c1ccccc1)/C=N/Nc1ccc2nncn2n1
  A: .	B: .	C: .	D: 0.9	E: 1224	F: 0.53	G: 937	H: .	I: 0.474	J: -0.181	K: 0.746	L: -0.248	M: .	N: .	O: i	P: .	Q: .	R: .
18) Cc1noc(NS(=O)(=O)c2ccc(NC(=O)c3cc(-c4ccccc4Cl)nc4ccccc34)cc2)c1C
  A: 6.3	B: 2.5	C: 7.0	D: -0.5	E: 1156	F: -1.24	G: 1267	H: 0.1%	I: -1.62	J: -0.343	K: -0.408	L: 1.6	M: i	N: 9.1	O: i	P: -2.4	Q: 13.4	R: 8.9%
19) CSc1nc(C)cc(Oc2ccc(OCC(N)=O)nn2)n1
  A: 1.1	B: 1.6	C: 7.6	D: -3.8	E: 1112	F: 0.31	G: 1421	H: -2.8%	I: 0.447	J: -0.181	K: 0.13	L: 0.0572	M: i	N: -10.8	O: i	P: -6.6	Q: -25.0	R: 10.7%
20) C/C(=N/OCC(=O)Nc1ccc(C)cc1C)c1cccs1
  A: 1.7	B: 1.1	C: 5.7	D: -4.2	E: 1208	F: -0.59	G: 887	H: 1.5%	I: -0.966	J: 0.126	K: -0.305	L: 0.848	M: i	N: -2.4	O: i	P: .	Q: .	R: -2.1%
21) Cc1ccc2cc(CN(CC3CCCO3)S(=O)(=O)c3cccc4nsnc34)c(=O)[nH]c2c1 (stereo unspecified)
  A: 3.3	B: 2.7	C: 5.9	D: -3.3	E: 1010	F: -0.22	G: 1125	H: 4.7%	I: -0.787	J: -0.109	K: -0.251	L: 1.19	M: i	N: -3.1	O: i	P: 6.5	Q: -4.7	R: -5.4%
22) COc1cccc(C2=NN(C(=O)c3ccccc3)C(O)(C(F)(F)F)C2)c1 (stereo unspecified)
  A: 2.2	B: 1.7	C: 9.4	D: -0.5	E: 1136	F: -0.56	G: 999	H: -1.6%	I: 0.416	J: -0.12	K: 0.627	L: -0.473	M: i	N: -4.4	O: .	P: 42.5	Q: 25.9	R: -1.1%
23) Cn1nc(C(F)(F)F)c(C(=O)Nc2ccc(F)cc2F)c1Sc1cccc(Cl)c1
  A: 0.9	B: 2.5	C: 9.3	D: .	E: .	F: .	G: .	H: 4.8%	I: 0.0747	J: -0.231	K: -0.476	L: 0.465	M: i	N: 5.5	O: i	P: 21.8	Q: 23.3	R: 12.3%
24) O=C(NC(=O)c1ccc(Cl)c(Cl)c1)OC1CCS(=O)(=O)C1 (stereo unspecified)
  A: 4.7	B: 2.5	C: 12.4	D: 0.0	E: 1078	F: 0.05	G: 1284	H: 9.5%	I: -1.22	J: -0.134	K: -0.147	L: 0.22	M: i	N: -1.3	O: i	P: -14.1	Q: -13.6	R: 12.1%
25) CCc1c(C)sc(NC(=O)/C=C/C(=O)O)c1C(N)=O
  A: 1.7	B: 3.6	C: 3.0	D: -2.4	E: 1123	F: 0.62	G: 1319	H: -19.4%	I: 1.79	J: 0.0228	K: 0.967	L: -1.37	M: i	N: 3.7	O: i	P: -16.7	Q: -2.7	R: -6.7%
26) CC(=O)OCCNC(=O)c1cccnc1
  A: 0.5	B: 0.8	C: 13.1	D: .	E: .	F: 0.42	G: 969	H: -9.4%	I: -0.611	J: -0.236	K: -0.48	L: 0.358	M: i	N: -7.6	O: i	P: 1.1	Q: 4.7	R: -6.2%
27) CCOCCCNC(=O)c1c(-c2ccccc2)noc1C
  A: 1.3	B: 1.7	C: 10.6	D: 2.1	E: 1188	F: -0.16	G: 1283	H: 5.0%	I: 1.79	J: -0.135	K: 0.983	L: -1.32	M: i	N: -7.3	O: i	P: -13.6	Q: -30.1	R: 0.0%
28) CCOc1ccccc1OCCC(=O)Nc1ccc(F)c(Cl)c1
  A: 2.6	B: 3.5	C: 0.7	D: -1.4	E: 572	F: -0.29	G: 1313	H: 2.7%	I: -0.627	J: -0.259	K: -0.588	L: 0.798	M: i	N: 12.1	O: i	P: -15.5	Q: 11.5	R: 5.4%
